RGS4 inh = inhibitors of human RGS4. P49798. HEK293 M3R/RGS4 inducible, Fluo-4 calcium flux; hits give high values; triggered by carbachol at its EC20. B-score at 10 µM. actives 0.45% (n = 310,000);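 active means B-score, a plate-corrected calcium signal, over three deviations above library mean, with baseline fluorescence within five deviations of library mean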;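 further: RGS4 expression induced by doxycycline in cells with stable M3 receptor; B-score is computed from the integrated fluorescence ratio over baseline after carbachol; higher B-score means a larger calcium signal and so more RGS4 inhibition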
Target sequence (P49798 whole entry, looked up): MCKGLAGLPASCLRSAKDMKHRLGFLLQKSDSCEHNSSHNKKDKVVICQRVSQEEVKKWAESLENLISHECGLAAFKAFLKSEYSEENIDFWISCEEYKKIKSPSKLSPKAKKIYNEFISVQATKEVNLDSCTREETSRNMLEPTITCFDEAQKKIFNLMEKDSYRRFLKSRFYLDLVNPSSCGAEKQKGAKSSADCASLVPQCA
TRPC4 potent = allosteric potentiators of mouse TRPC4 channel; B-score at 10 µM; AID 2227; actives 0.42% (n = 310,000); HEK293 TRPC4beta/mu-opioid, DAMGO EC20, Fluo-4 Ca2+ flux; hits give high values; Q9QUQ5;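 active means B-score of calcium response area above 5 SD of library B-scores, with initial fluorescence ratio within 5 SD of library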;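 further: B-score of integrated fluorescence ratio over time as area under calcium response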
ANO1 activ = mouse TMEM16A channel activation, primary screen | HEK293 TMEM16A/YFP-H148Q/I152L, iodide quench fluorescence; hits give low values | Q8BHY3 | actives 0.3% (n = 340,000) | AID 623877 | B-score at 10 µM;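 active means fluorescence-ratio B-score plate-corrected deviation score at least 3 library SD below zero, with starting fluorescence score within 5 deviations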;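 further: channel opened by trigger with iodide after compound preincubation; score built on the fluorescence ratio of max minus min over baseline; more negative score means more quench and so TMEM16A activation or potentiation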
TMEM16A inh = blocks the mouse calcium-activated chloride channel TMEM16A | HEK293 TMEM16A/YFP iodide influx fluorescence, ionomycin | actives 1.2% (n = 310,000) | normalized B-score (activity score, 25-100; higher = stronger inhibition) at 10 µM;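 active means ratio plate-corrected score three or more library SD toward inhibition, starting fluorescence score within five deviations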;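 further: score derived from kinetic fluorescence span divided by baseline fluorescence per well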
MrgX1 allo act = human MrgX1 positive allosteric modulation, primary screen; AID 588675; actives 0.63% (n = 310,000); B-score at 10 µM; Q96LB2; MrgX1-HEK293, Fluo-4 calcium flux, FDSS; hits give high values;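 active means plate-corrected calcium response at least 3 library SD above typical, normal starting fluorescence, not activating the receptor alone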;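 further: compound read alongside a low EC10 to EC30 dose of BAM8-22 agonist; peak minus trough fluorescence over baseline measured at the second addition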
TRPC4 act = opens the mouse TRPC4 cation channel. Q9QUQ5. HEK293 TRPC4beta/mu-opioid, Fluo4 calcium fluorescence; hits give high values. B-score at 10 µM. actives 0.49% (n = 310,000);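 active means B-score above 5 SD of library B-scores, and initial fluorescence ratio not above library mean plus 5 SD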;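 further: positive B-score marks a calcium rise read as TRPC4 activation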
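Assay system – TRPC4beta and mu-opioid receptor HEK293 stable cells · Measured by – Fluo4 fluorescence, kinetic · Schedule – dye loading 45 min room temperature, 110 s kinetic read · Read-out – B-scored integrated calcium fluorescence ratio · Controls – buffer and maximal DAMGO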
TRPC6 inh = blocks the mouse TRPC6 cation channel | HEK293-TRPC6, membrane potential dye, ACh-evoked depolarization; hits give low values | B-score at 10 µM | actives 1.1% (n = 310,000);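 active means B-score under library mean minus 3 SD, initial fluorescence not abnormally high, positive integrated signal ratio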;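 further: B-score derived from integrated fluorescence ratio over the kinetic read; more negative B-score means stronger inhibition of depolarization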
Target sequence (Q61143 whole entry, looked up): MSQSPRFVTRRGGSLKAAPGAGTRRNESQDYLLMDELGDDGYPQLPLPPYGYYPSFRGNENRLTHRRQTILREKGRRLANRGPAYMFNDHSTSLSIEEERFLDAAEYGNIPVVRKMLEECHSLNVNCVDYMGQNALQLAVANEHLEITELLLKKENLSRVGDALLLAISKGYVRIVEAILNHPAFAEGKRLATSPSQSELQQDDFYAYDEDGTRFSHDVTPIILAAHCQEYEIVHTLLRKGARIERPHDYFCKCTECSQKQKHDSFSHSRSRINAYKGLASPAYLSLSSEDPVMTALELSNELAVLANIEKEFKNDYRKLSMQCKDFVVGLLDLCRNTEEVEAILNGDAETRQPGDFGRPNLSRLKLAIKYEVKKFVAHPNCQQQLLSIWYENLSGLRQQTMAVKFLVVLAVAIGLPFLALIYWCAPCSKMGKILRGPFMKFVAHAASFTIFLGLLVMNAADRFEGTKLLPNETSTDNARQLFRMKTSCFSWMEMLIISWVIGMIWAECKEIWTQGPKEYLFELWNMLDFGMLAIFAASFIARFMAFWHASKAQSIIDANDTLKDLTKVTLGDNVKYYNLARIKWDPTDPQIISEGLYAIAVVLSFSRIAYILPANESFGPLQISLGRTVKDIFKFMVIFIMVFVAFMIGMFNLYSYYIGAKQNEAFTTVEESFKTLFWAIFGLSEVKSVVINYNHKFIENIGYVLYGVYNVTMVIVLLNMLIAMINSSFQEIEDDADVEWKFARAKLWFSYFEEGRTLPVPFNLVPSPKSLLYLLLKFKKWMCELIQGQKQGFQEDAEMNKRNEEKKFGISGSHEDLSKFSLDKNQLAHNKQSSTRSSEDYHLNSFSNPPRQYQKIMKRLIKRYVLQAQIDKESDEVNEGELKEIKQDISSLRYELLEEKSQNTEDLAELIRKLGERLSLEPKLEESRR
MrgX1 agonist = activates human MrgX1 receptor signaling; B-score at 10 µM; Q96LB2; MrgX1-HEK293 cells, Fluo-4 calcium fluorescence, agonist mode; hits give high values; actives 0.44% (n = 310,000); AID 588627;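 active means calcium response B-score plate-corrected fluorescence ratio at least 3 library SD, with starting fluorescence B-score inside 5 SD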
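Material: MrgX1-expressing HEK293 cells / Dosing: compound as first of three additions / Incubation: overnight seeding, then 1 h dark dye loading / Signal: Fluo-4 NW calcium fluorescence / Evaluation: B-scored fluorescence response ratio / Benchmarks: positive and negative control wells on each plate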
TRPC4 block = TRPC4 (mouse) channel inhibition | Q9QUQ5 | HEK293 TRPC4beta/mu-opioid, DAMGO-evoked Fluo4 calcium flux; hits give low values | B-score at 10 µM | actives 0.39% (n = 300,000) | AID 2247;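 active means B-score over 3 SD under the library average, no early fluorescence shift, positive overall ratio signal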
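Signal: kinetic Fluo4 fluorescence imaging of calcium influx. Material: stable TRPC4beta/mu-opioid receptor HEK293 cells. Probe or stimulus: DAMGO in two steps, submaximal then maximal.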
MrgX1 antag = human MrgX1 receptor antagonism, primary screen; Q96LB2; MRGX1-HEK293 calcium flux, Fluo-4, BAM8-22 antagonism; hits give low values; B-score at 10 µM; actives 1.3% (n = 310,000); AID 588676;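 active means calcium-response B-score plate-corrected more than 3 library SD below zero, starting fluorescence within 5 deviations, no agonist response on first addition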;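 further: peak minus trough fluorescence over baseline after final BAM8-22 challenge near maximal dose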
TRPC6 activator = activators of mouse TRPC6 channel; HEK293-TRPC6 membrane potential dye fluorescence; hits give high values; B-score at 10 µM; actives 0.13% (n = 310,000);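 active means B-score of the integrated fluorescence ratio above library mean plus 3 SD, and starting fluorescence ratio within library mean plus 5 SD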;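 further: higher score means more depolarization so channel activation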
Starred values were filed as active, the others as inactive; i = inactive; x = not tested or not shown. A portion of the library; count on the stated rates, not on these rows.

Screens in order: MrgX1 agonist | TRPC4 block | MrgX1 allo act | RGS4 inh | TRPC6 activator | TRPC4 act | TRPC4 potent | MrgX1 antag | ANO1 activ | TRPC6 inh | TMEM16A inh
[1] CC(C)n1cc(C(=O)N(CC(=O)NC(C)(C)C)Cc2ccccc2)cn1
→ i | i | i | i | i | i | i | i | i | i | i
[2] CC(C)COc1ccc(C2(C#N)CC[N+](C)(C)CC2)cc1
→ i | i | i | i | i | i | i | i | i | i | i
[3] O=c1[nH]c(=O)n(Cc2ccco2)c(O)c1C=NCc1ccco1
→ i | i | i | i | i | i | i | i | i | i | i
[4] CCN(CC)c1ccc(N=Cc2c(O)n(-c3ccc(OC)cc3)c(=O)[nH]c2=O)cc1
→ i | i | i | i | i | i | i | i | i | i | i
[5] COc1ccc(C(Nc2ccccc2)P(=O)(Oc2ccccc2)Oc2ccccc2)cc1 (configuration not stated)
→ i | i | i | i | i | i | i | i | i | i | i
[6] O=c1c2ccccc2nc(C[n+]2ccccc2)n1-c1cccc(C(F)(F)F)c1
→ i | i | i | i | i | i | i | i | i | i | i
[7] COc1cccc(NP(=O)(Oc2ccc(Cl)cc2)Oc2ccc(Cl)cc2)c1
→ i | i | i | i | i | i | i | i | i | i | i
[8] Cn1c(O)c(/C=N/N2CCCCC2)c(=O)[nH]c1=O
→ i | i | i | i | i | i | i | i | i | i | i
[9] CCCCn1c(O)c(C=NC2CCCCC2N)c(=O)[nH]c1=O (configuration not stated)
→ i | i | i | i | i | i | i | i | i | i | i
[10] CCCCn1c(O)c(C(C)=NCCc2ccccc2)c(=O)[nH]c1=O
→ i | i | i | i | i | i | i | i | i | i | i
[11] COc1ccc(CN2CCCC(C(=O)c3ccccc3SC)C2)cc1O (configuration not stated)
→ i | i | i | i | i | i | i | i | i | i | i
[12] Cc1sc2c(c1C)C(c1ccc(C(C)(C)C)cc1)=NCC(=O)N2CC(=O)Nc1nccs1
→ i | i | i | i | i | i | i | i | i | i | i
[13] CCOC(=O)C1(CCCc2ccccc2)CCN(C2CCC2)CC1
→ i | i | i | i | i | i | i | i | i | i | i
[14] COc1ccc(C2SCC(=O)Nc3c2c(=O)[nH]n3C2CCCCCC2)cc1OC (configuration not stated)
→ i | i | i | i | i | i | i | i | i | i | i
[15] O=C(N/N=C/c1c(O)n(Cc2ccco2)c(=O)[nH]c1=O)c1ccccc1O
→ i | i | i | i | i | i | i | i | i | i | i
[16] NC(=O)c1ccc(N=Cc2c(O)n(Cc3ccco3)c(=O)[nH]c2=O)cc1
→ i | i | i | i | i | i | i | i | i | i | i
[17] CCN(CC)C(=O)c1ccc(NC(=O)C2=C(C)OCCS2)cc1
→ i | i | i | i | i | i | i | i | i | i | i
[18] COc1ccccc1OCC#CCN1CCCC(C)C1 (configuration not stated)
→ i | i | i | i | i | i | i | i | i | i | i
[19] CC1(C)CN(S(=O)(=O)OCC(Cl)(Cl)Cl)C(=O)N1
→ i | i | i | i | i | i | i | i | i | i | i
[20] N#CC1=C(N)Oc2c(c(=O)oc3ccccc23)C1c1ccc(OC(=O)N2CCOCC2)cc1 (configuration not stated)
→ i | i | i | i | i | i | i | i | i | i | i
[21] O=C(C(Cc1ccccc1)NS(=O)(=O)c1ccc(F)cc1)N1CCC2(CC1)OCCO2 (configuration not stated)
→ i | i | i | i | i | i | i | i | i | i | i
[22] Nc1ccc(C(=O)N/N=C2/CN3CCC2CC3)cc1
→ i | i | i | i | i | i | i | i | i | i | i
[23] O=c1c2ccccc2ncn1-c1ccc([N+](=O)[O-])c(C(F)(F)F)c1
→ i | i | i | i | i | i | i | i | i | i | i
[24] CCc1nccc2c1[nH]c1ccccc12
→ i | -6* | i | i | i | i | i | i | i | i | i
[25] CCC1(CCCC(=O)c2ccc(F)cc2)C(=O)NC(=S)NC1=O
→ i | i | i | i | i | i | i | i | i | i | i
[26] CCN(CC)S(=O)(=O)c1ccc(N=Cc2c(O)n(-c3ccccc3)c(=O)[nH]c2=O)cc1
→ i | i | i | i | i | i | i | i | i | i | i
[27] COc1cc(/C=C/c2nc3ccccc3c(=O)n2-c2cccc(O)c2)ccc1O
→ i | i | i | i | i | i | i | i | -5.2* | i | i
[28] CC(C)N1C(=O)NC(=O)C2(Cc3cc([N+](=O)[O-])ccc3N(C)C2c2ccccc2)C1=O (configuration not stated)
→ i | i | i | i | i | i | i | i | i | i | i
[29] FC(F)(F)c1cccc(NC2=NCCCS2)c1
→ i | i | i | i | i | i | i | i | i | i | i
[30] Cc1nn(CC(C)C)c(Cl)c1C(=O)O
→ i | i | i | i | i | i | i | i | i | i | i
[31] CC(C)c1ccc(NC(=O)CCNC(=O)N2C[C@H]3C[C@@H](C2)c2cccc(=O)n2C3)cc1
→ i | i | i | i | i | i | i | i | i | i | i
[32] Cc1cc(C)[n+](C2C3CC4CC(C3)CC2C4)o1 (configuration not stated)
→ i | i | i | i | i | i | i | i | i | i | i
[33] O=C(CN1C(=O)CN=C(c2ccccc2Cl)c2cc(Cl)ccc21)NCc1ccco1
→ i | i | i | i | i | i | i | i | i | i | i
[34] Cc1cc(/C=C2/C(=O)NC(=O)N(Cc3ccco3)C2=O)c(C)n1-c1ccc(C(=O)O)cc1
→ i | i | i | i | i | i | i | i | i | i | i
[35] CCCCCCC(=O)N/N=C/c1c(O)n(C2CC2)c(=S)[nH]c1=O
→ i | i | i | i | i | i | i | i | i | i | i
[36] CSc1ncc(/C=C2/C(=O)NC(=O)N(c3ccc(C)cc3)C2=O)cn1
→ i | i | i | i | i | i | i | i | i | i | i
[37] COc1ccc(Cn2c(N)c(C(=O)NCc3ccco3)c3nc4ccccc4nc32)cc1OC
→ i | x | i | x | x | x | x | i | i | x | i
[38] CC(C)CC12CN3CCN(CC(C3)C1O)C2 (configuration not stated)
→ i | i | i | i | i | i | i | i | i | i | i
[39] CCN(CC)CCCNC(=O)c1c(O)c2ccccc2n(Cc2ccccc2)c1=O
→ i | i | i | i | i | i | i | i | i | i | i
[40] NCCc1nc2ccccc2s1
→ i | i | i | i | i | i | i | i | i | i | i
[41] CCN(CC)S(=O)(=O)c1ccc(NN=C(C#N)C#N)cc1
→ i | i | i | i | i | i | i | -7.4* | i | i | 100*
[42] CC(C)c1onc(C(=O)N2CCC3(CC2)OCCO3)c1[N+](=O)[O-]
→ i | i | i | i | i | i | i | i | i | i | i
[43] CCOc1cccc(N2C(=O)CC(=O)NC2=O)c1
→ i | i | i | i | i | i | i | i | i | i | i
[44] N=C1c2ccccc2CN1NC(=O)c1ccccc1
→ i | i | i | i | i | i | i | i | i | i | i
[45] O=C(Cc1ccc(N(CCCl)CCCl)cc1)NC(Cc1ccc(Cl)cc1)C(=O)O (configuration not stated)
→ i | i | i | i | i | i | i | i | i | i | i
[46] Cc1cccc(C)c1N1CCN(c2c(C)cccc2C)CC1
→ i | i | i | i | i | i | i | i | i | i | i
[47] O=[N+]([O-])c1ccc(N2CCNCC2)cc1Sc1ccccn1
→ i | i | i | i | i | i | i | i | i | i | i
[48] Cc1ccc(N=C(/N=C(\N)N[N+](=O)[O-])Nc2ccc(C)cc2)cc1
→ i | i | i | i | i | i | i | i | i | i | i
[49] CCCC/C(C)=C/[C@@H](NP(=O)(c1ccccc1)c1ccccc1)c1ccccc1
→ i | i | i | i | i | i | i | i | i | i | i
[50] CC/C(=C\C=C\[C@@H]1C=C[C@@H]2CCC[C@H]2[C@@H]1C(=O)c1ccc[nH]1)[C@@H]1O[C@@H]([C@@H](C)C(=O)O)CC[C@@H]1C
→ 35* | i | i | i | i | 67* | i | i | x | i | 100*

(continued)
Screens in order: MrgX1 agonist | TRPC4 block | MrgX1 allo act | RGS4 inh | TRPC6 activator | TRPC4 act | TRPC4 potent | MrgX1 antag | ANO1 activ | TRPC6 inh | TMEM16A inh
[51] COc1ccc(Cc2nccc3cc(OC)c(OC)cc23)cc1OC
→ i | i | i | i | i | i | i | i | i | i | i
[52] N#CCCn1cc(C(=O)Nc2ccccc2Cl)c(-c2ccc([N+](=O)[O-])cc2)n1
→ i | i | i | i | i | i | i | i | i | i | i
[53] O=C(Nc1ccc(Cl)c(Cl)c1)c1ccco1
→ i | i | i | i | i | i | i | i | i | i | i
[54] c1coc(CNCCc2c[nH]c3ccccc23)c1
→ i | i | i | i | i | i | i | i | i | i | i
[55] Cc1cc(C)c(C2=NOC(O)(C(F)(F)F)C2)c(=O)[nH]1 (configuration not stated)
→ i | i | i | i | i | i | i | i | i | i | i
[56] CN1CCN(Cc2cc(=O)n3ccsc3n2)CC1
→ i | i | i | i | i | i | 27* | i | i | i | i
[57] Oc1ccc(C2=CCNCC2)cc1O
→ i | i | i | i | i | i | i | i | i | i | i
[58] Cc1onc(-c2ccccc2)c1C(=O)N1CCC2(CC1)OCCO2
→ i | i | i | i | i | i | i | i | i | i | i
[59] CCC(C)n1c(O)c(/C=N/Nc2nc3c(c(=O)n(C)c(=O)n3C)n2C)c(=O)[nH]c1=S (configuration not stated)
→ i | i | i | i | i | i | i | i | i | i | i
[60] C=CCn1c(O)c(C(C)=NCc2ccco2)c(=O)[nH]c1=O
→ i | i | i | i | i | i | i | i | i | i | i
[61] CC(C)(C)P(=O)(NCc1ccccc1)c1ccccc1 (configuration not stated)
→ i | i | i | i | i | i | i | i | i | i | i
[62] CC(C)OC(=O)C1C(=O)NC2(C)CC1c1ccccc1O2 (configuration not stated)
→ i | i | i | i | i | i | i | i | i | i | i
[63] O=C1N(CN2CCOCC2)c2ccccc2C1(O)c1c[nH]c2ccccc12 (configuration not stated)
→ i | i | i | i | i | i | i | i | i | i | i
[64] NNC(=O)CN1C(=O)CN=C(c2ccccc2)c2cc(Br)ccc21
→ i | i | i | i | i | i | i | i | i | i | i
[65] COP(=O)(Cc1ccc(C#N)o1)OC
→ i | i | i | i | i | i | i | i | i | i | i
[66] OC(c1ccncc1)(c1ccc(F)cc1)c1ccc(F)cc1
→ i | i | i | i | i | i | i | i | i | i | i
[67] CCCCn1c(=O)c(C(=O)Nc2ccccc2)c(O)c2ccccc21
→ i | i | i | i | i | i | i | i | i | i | i
[68] CC/C(=N\Nc1cccc2ccccc12)c1c(O)[nH]c(=O)[nH]c1=O
→ i | i | i | i | i | i | i | i | i | i | i
[69] C=CCn1c(O)c(/C=C/C=Nc2ccccc2)c(=O)[nH]c1=O
→ i | i | i | i | i | i | i | i | i | i | i

Assay outcomes from PubChem.
